mcGAS lum: mouse cGAS inhibition by luminescence | Q8C6L5 | recombinant cGAS, Kinase-Glo ATP depletion luminescence | inhibition, % at 12.5 µM | hit rate 0.15% among 160,000 | AID 1259399;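 note: 0% = negative control wells and 100% = reference inhibitor with no enzyme activity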
hcGAS lum: human cGAS inhibition | Q8N884 | recombinant h-cGAS, ATP depletion, Kinase-Glo luminescence | inhibition, % at 12.5 µM | hit rate 0.081% among 290,000 | AID 1259398;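 note: 0% = vehicle reaction and 100% = reaction without DNA for no activity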
Target sequence (Q8N884 whole entry, looked up): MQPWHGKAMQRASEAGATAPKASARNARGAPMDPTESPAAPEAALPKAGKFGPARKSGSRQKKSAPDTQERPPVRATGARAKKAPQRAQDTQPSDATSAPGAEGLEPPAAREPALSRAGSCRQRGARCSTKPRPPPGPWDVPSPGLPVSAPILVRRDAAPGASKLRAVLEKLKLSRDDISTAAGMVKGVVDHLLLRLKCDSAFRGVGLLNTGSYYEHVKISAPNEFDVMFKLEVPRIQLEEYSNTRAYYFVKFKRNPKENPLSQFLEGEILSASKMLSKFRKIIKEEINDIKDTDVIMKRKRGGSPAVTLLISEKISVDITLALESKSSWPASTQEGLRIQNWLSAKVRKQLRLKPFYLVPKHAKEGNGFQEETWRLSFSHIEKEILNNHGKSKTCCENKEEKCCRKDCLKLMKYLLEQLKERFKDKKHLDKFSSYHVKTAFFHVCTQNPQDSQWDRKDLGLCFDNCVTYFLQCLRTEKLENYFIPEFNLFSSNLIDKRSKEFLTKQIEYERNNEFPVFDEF
NPYLR7 ag: activates Aedes aegypti NPYLR7 receptor; activation, % at 10 µM; hit rate 0.15% among 270,000; HEK293T NPYLR7/Galpha15, GCaMP6s calcium fluorescence; in the data active = activation above about 40%;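 note: 0% = vehicle and 100% = reference agonist at the receptor; some compounds past the cut are filed as inactive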
* marks the source's active call; other numbers are inactive results; x = not tested or not shown; & = joins results of further samples. Cut-off read from the data, not from the text of the source, unless noted: active = inhibition above about 40%; inactive = the rest.

SMILES,mcGAS lum,hcGAS lum,NPYLR7 ag
CCOC(=O)c1cnc(C)nc1NCc1cccc(OC)c1OC,-2,0,12
C=CCOc1cc(C)nc(-c2ccccc2O)n1,x,-2,12
Cc1ccn2c(NC(=O)CCC3CCCC3)c(-c3ccc(Cl)cc3)nc2c1,-7,-8,-3
CNc1nc(SC(C)C(=O)Nc2ccc(Cl)c(Cl)c2)nc(N2CCOCC2)n1 (stereo unspecified),x,-4,9
O=C(NCc1cccs1)c1cc(-c2cccs2)on1,x,-4,2
C=CCCC(=O)NCc1ccc(-c2ncc(-c3ccc(OC)cc3)[nH]2)cc1,-4,0,1
OCCCCCNc1ncnc2ccc(Br)cc12,-3,-12,2
O=c1ccc(-c2ccc(F)cc2)nn1Cc1ccccc1,x,-4,6
COc1cc(OC)cc(C(=O)NC(Cc2ccccc2)c2nnc(SCc3ccc(F)cc3)n2-c2ccc(C)cc2)c1 (stereo unspecified),-3,0,22
CC1(C)CC(=O)C(C=NC2CCCCCC2)=C(O)C1,-9,-8,16
O=C1NC2(CCCCCC2)C(=O)N1Cc1coc(-c2cccs2)n1,x,-5,-1
O=C(/C(Cl)=C/NCc1ccccn1)C(F)(F)F,x,7,0
CCc1ccccc1NC(=O)Nc1ccc(N2CCCC2)c(C(=O)NC(C)c2ccccc2)c1 (stereo unspecified),-8,-4,6
COC(=O)c1cc2n(n1)CCCN(C(=O)c1snnc1C)C2,x,-3,8
CCCN1CCC(N(C)CCN(CC)CC)CC1,-3,2,-13
CCN(CC)C(=O)[C@@H]1C[C@@H](N)CN1C(=O)c1c(C)c2cc(F)ccc2n1C,-13,-11,x
Fc1ccc(C=NN2CCOCC2)cc1,x,1,4
C=CCN(CC(=O)N(CCc1ccc(OC)c(OC)c1)Cc1ccc(C)o1)C(=O)c1ccccc1F,-4,-9,4
CSc1ncccc1C(=O)N(CCN(C)C)CC1CCCN(Cc2ccccc2F)C1 (stereo unspecified),x,-7,1
COc1ccc(/C=C/C(=O)OCCC(C)C)cc1,x,-5,-13
CCCCC1(O)CC(C)(C)N(O)C(C)(C)C1,-5,-8,x
CCn1cc(CN2CCCC(C(=O)Nc3ccc(-c4cscn4)cc3)C2)c(C)n1 (stereo unspecified),x,-5,3
COc1ccc2c(c1)CCc1c-2noc1-c1ccc(C)c(NC(=O)c2cc(C(C)(C)C)nn2Cc2ccccc2)c1,-7,-8,2
COCCCN(Cc1ccccc1C)CC(O)c1ccccc1 (stereo unspecified),-4,-7,20
CN(C(=O)C1COc2ccccc2C1)c1cc(C#N)c2ccccc2n1 (stereo unspecified),x,6,0
O=C(NCCCn1ccnc1)c1nn2c(C(F)(F)F)cc(-c3ccccc3)nc2c1Br,-5,-4,1
CC(=O)c1c(C)n(-c2ccccc2C)c2ccc(O)cc12,-8,-7,-3
Cc1cccc(-n2c(SCc3cc(F)cc(F)c3)nnc2-c2cccs2)c1,-7,-7,x
CC(C)CN(CC(=O)N(CCc1c[nH]c2ccccc12)Cc1ccc(F)cc1)C(=O)c1cccs1,-6,-10,-3
Cc1ccc(N(CC(=O)NCC(C)Oc2cccnc2)S(C)(=O)=O)cc1 (stereo unspecified),x,-10,-3
CCN(CCc1nc2c(C)cccc2[nH]1)C(=O)c1ccc(=O)n(C)c1,x,-3,-2
CC(C)Cc1ccc(C(=O)C2CCN(C(=O)Cn3cnnn3)CC2)cc1,x,-5,0
COC(=O)C1=C(C)N(C)C(C)=C(C(=O)OC)C1c1ccccc1Cl,-4,-5,1
Cc1cccc2sc(C(=O)N3CCCC3)c(Cl)c12,-2,0,1
CCC1SC(c2ccccc2C)N(CCN2CCN(S(=O)(=O)c3cccc4cccnc34)CC2)C1=O (stereo unspecified),-6,-7,x
CCn1c(C2CC(=O)N(c3c(C)cc(C)cc3C)C2)nc2ccccc21 (stereo unspecified),-3,-12,4
O=C(CSc1nnnn1-c1ccccc1)NNC(=O)c1ccc(O)cc1O,x,-2,-4
COc1cccc(C(CN2CCN(C(=O)c3cccc(C#N)c3)CC2)OCc2cccc(Cl)c2)c1 (stereo unspecified),-5,-5,0
Cc1ccn(CC(=O)N2CCCC(N3CCN(c4cccc(Cl)c4)CC3)C2)n1 (stereo unspecified),x,-6&-6,6&4
O=C1CCCCC1=CNC1CCCCC1,x,-15,2
CN(C)CCN(Cc1ccccc1)C(=O)c1cn2c(n1)CCC(c1cccc(F)c1)C2 (stereo unspecified),-5,-4,x
CCn1ccc(C(=O)N2CC(=O)Nc3ccccc32)n1,x,4,3
O=C(c1cc2ccccc2[nH]1)N1CCC(c2[nH]ncc2Cc2ccccc2)CC1,x,0,6
CC(=O)c1cccc(OC(=O)c2ccc(Cl)cc2)c1,x,-4,22
CCOc1c(C)cnc2c1c(=O)n(CC(N)=O)c(=O)n2C,-9,-5,5
COc1ccccc1C(=O)N1CCN(C(C(=O)NCCC(C)C)C2CCCC2)CC1 (stereo unspecified),-3,1,-7
CCCCN(CC)c1nc(-c2ccc(C)cc2)nc2ccccc12,-4,-2,0
O=C(C1CCCC1)N1CCOC(CCc2ccccc2)C1 (stereo unspecified),x,-7,3

4 records picked at random from those above, as already listed:
SMILES,mcGAS lum,hcGAS lum,NPYLR7 ag
CCCCN(CC)c1nc(-c2ccc(C)cc2)nc2ccccc12,-4,-2,0
CC(=O)c1cccc(OC(=O)c2ccc(Cl)cc2)c1,x,-4,22
COc1cccc(C(CN2CCN(C(=O)c3cccc(C#N)c3)CC2)OCc2cccc(Cl)c2)c1 (stereo unspecified),-5,-5,0
COc1ccccc1C(=O)N1CCN(C(C(=O)NCCC(C)C)C2CCCC2)CC1 (stereo unspecified),-3,1,-7

An excerpt from above in order of count of non-hydrogen atoms, largest number first:
SMILES,mcGAS lum,hcGAS lum,NPYLR7 ag
COc1cccc(C(CN2CCN(C(=O)c3cccc(C#N)c3)CC2)OCc2cccc(Cl)c2)c1 (stereo unspecified),-5,-5,0
CN(C)CCN(Cc1ccccc1)C(=O)c1cn2c(n1)CCC(c1cccc(F)c1)C2 (stereo unspecified),-5,-4,x
O=C(C1CCCC1)N1CCOC(CCc2ccccc2)C1 (stereo unspecified),x,-7,3
CC(=O)c1cccc(OC(=O)c2ccc(Cl)cc2)c1,x,-4,22

Next part:
SMILES,mcGAS lum,hcGAS lum,NPYLR7 ag
CN1CCN(c2onc(-c3ccccc3)c2CNCc2ccco2)CC1,x,-4,30
NC(=O)c1cc(Cl)ccc1OS(=O)(=O)c1ccccc1F,x,-13,-5
Cc1noc(-c2ccc3c(c2)OCO3)c1C(=O)NCCC1(C)OCCO1,-6,-3,0
C=CCn1c(C)cn2c3c(=O)n(Cc4cc(C)ccc4C)c(=O)n(C)c3nc12,-6,-2,6
Clc1nc2ccccc2cc1CN1CCCC(n2ccnc2)C1 (stereo unspecified),x,-2,2
CCc1c(C)nn(-c2ccc(C(=O)NCCc3ccc(O)cc3)cc2)c1C,-5,-5,-5
O=C(c1ccncc1F)N1CCSc2ccc(Cl)cc21,x,-8,9
COc1ccc(C2CC(OC(C)=O)ON2c2ccccc2)cc1 (stereo unspecified),x,6,2
COc1ccc(-c2ccc(C)cn2)cn1,x,3,-1
Cc1ccc2c(C)c(C(=O)NCCn3nc(-c4ccccc4)ccc3=O)oc2c1C,-7,1,12
CC1CCN(c2nccn3c(=O)n(CC(=O)N(C)C4CCCCC4)nc23)CC1,-4,-8,x
O=C(COc1coc(CN2CCc3ccccc3C2)cc1=O)Nc1cccc([N+](=O)[O-])c1,-8,-6,3
O=C(O)C1CC(=O)N(Cc2ccccc2)C(=Nc2ccc(F)cc2)S1 (stereo unspecified),x,-5,0
CCC(C)(C#CCN1CCCCC1)OCCC#N (stereo unspecified),-4,-4,7
CC1CCC(NCc2cn(CCC#N)nc2-c2ccccc2)CC1 (stereo unspecified),-16,-6,3
CC/C(=C/C(=O)NCCN1CCN(C)CC1)c1ccccc1,x,-6,7
O=C(Nc1cc(-c2nc3ccccc3o2)ccc1Cl)c1ccco1,2,3,-6
Cc1cccc(C)c1NC(=O)c1ccccc1C(=O)O,x,5,-8
COc1ccc(C(N)=NOC(=O)C2CCC(=O)N2S(=O)(=O)c2ccc(C)cc2)cc1 (stereo unspecified),-5,-6,4
COCCOC(=NCC1CCCO1)NC(=O)c1ccc(OC)cc1 (stereo unspecified),-6,-7,-8
O=C(c1cccnc1OCC(F)(F)F)N1CCCC(c2ncn[nH]2)C1 (stereo unspecified),x,-14,3
Cc1ccc(-n2nc3c(c2NC(=O)c2ccc(S(=O)(=O)N(C)C)cc2)CSC3)cc1,x,-10,0
COc1cccc(CC(C2CCN(C(=O)[C@H]3C[C@@H]4C=C[C@H]3C4)CC2)N(C)C(=O)c2ccco2)c1 (stereo partly specified),-12,-10,17
O=C(CCNC(=O)C1CC(c2ccc(F)cc2)=NO1)NCc1cccc(C(F)(F)F)c1 (stereo unspecified),-5,-4,3
O=c1c(O)c(-c2ccc(O)cc2)oc2cc(O)cc(O)c12,0,-2&6,12&4
COc1ccc(-c2csc(NN=C(C)C)n2)cc1,x,-6,3
COc1ccc(C)c2sc(N(CCCN(C)C)C(=O)c3ccc(Br)s3)nc12,-1,-2,-4
COc1c(C(=O)N[C@@H](C)C(N)=O)cnc2c1c(C)nn2C,-2,-4,5
CN(C)c1ccc(N=Nc2nn[nH]n2)cc1,x,6,-5
O=P(CCN1CCOC1c1cccnc1)(c1ccccc1)c1ccccc1 (stereo unspecified),x,-8,7
O=C(Cc1cccs1)N1CCN(c2nc(C3CCOCC3)nc3c2cnn3-c2ccccc2)CC1,-6,-3,12
CCOC(=O)c1csc(N(C)C(=O)Cc2ccccc2Cl)n1,-17,-8,-1
COC(=O)c1ccsc1NC(=O)/C=C\C(=O)O,x,0,3
C=CCC(C)(NCc1ccccc1)c1ccccc1 (stereo unspecified),x,1,-18
O=C(NC(c1ccccc1)c1ccc(Cl)cc1)C1CC1(c1ccccc1)c1ccccc1 (stereo unspecified),-6,-3,-5
COc1ccc(-n2c(Nc3nc(C)cc(C)n3)nc(C)cc2=O)cc1,x,1,-1
Nc1nc(NCc2c(F)cccc2Cl)nn1-c1ccccc1,-2,-5,-4
O=C(C1CCN(Cc2cn[nH]c2-c2ccc(F)cc2F)CC1)N1CCOCC1,-4,-2,2
Cc1cccnc1NC(=O)CC1CSc2ncc(C)c(=O)n21 (stereo unspecified),x,-1,-1
O=C(c1ccc(-c2ccncc2)nc1)N1CCC(CCn2cccn2)CC1,-14,-13,-3
Cc1ccc(C(CN2CCOCC2)NS(=O)(=O)c2cccc3nsnc23)cc1 (stereo unspecified),-9,6,4
Nc1ncc(C(=O)N2CCCC(CCc3ccc(F)cc3)C2)c(-c2ccccc2)n1 (stereo unspecified),-12,-7,6
COc1ccc(NC2CCCN(C(=O)CCn3c(C)cccc3=O)C2)cc1 (stereo unspecified),x,-3,10
O=C(CN1C(=O)Cn2c(cc3ccccc32)C1=O)N1CCN(C(=O)C2CC2)CC1,-13,-4,11
CC(=O)Nc1ccc(C=C2N=C(C(C)(C)C)OC2=O)cc1,x,-9,0
C=CCOc1ccc(C2c3cc4c(cc3OC(=N)C2C#N)OCO4)cc1OC (stereo unspecified),x,-10,5
COc1cc(-c2cnc3c(NC4CCC(O)CC4)nccn23)cc(OC)c1OC (stereo unspecified),-2,-5,-3
Cc1cc(C(=O)NC2CCC(NS(C)(=O)=O)CC2)c(F)cc1F (stereo unspecified),x,0,4
COc1ccc(C)cc1NC(=O)CNC(=O)c1cnn2ccn(C)c12,x,1,0
Cn1cc(NC(=O)CNC(=O)C(C)(C)C)cc(Br)c1=O,-18,-8,-8
CC(C)CNC(=O)c1ccccc1N(C)S(C)(=O)=O,x,-6,8
O=C(c1ccc(Cl)cc1Cl)N1CCc2nc(-c3ccccc3)nc(N3CCCCC3)c2C1,-4,-7,19
Cc1cc(C)c(S(=O)(=O)N2CCC(C(=O)NC(c3ccc(F)cc3)c3nccn3C)CC2)c(C)c1 (stereo unspecified),x,-2,7
CC(NS(=O)(=O)c1ccccc1C#N)c1ccc(-n2ccnc2)cc1 (stereo unspecified),x,-1,4
Fc1cccc(COc2ccc(-n3cnnn3)cc2)c1F,x,-5,5
CCOC(=O)C1CCCN(C(=O)c2ccc(CSc3nc(Cl)cc(N4CCN(c5cccc(C(F)(F)F)c5)CC4)n3)cc2)C1 (stereo unspecified),-4,-5,5
CCC(C(=O)N1CCc2ccccc2C1c1ccc(C)cc1)c1ccccc1 (stereo unspecified),-1,-11,23
O=C(Cc1ccccc1)Nc1cccc(-c2nc3ccccc3c(=O)o2)c1,-5,-6,-8
CC(C)c1ccc(SCc2ccc(C(=O)N3C4CCC3CC(Oc3cccc(C#N)c3)C4)cc2)cc1 (stereo unspecified),-5,-9,5
CC(NCC(=O)Nc1ccnn1C1CCCC1)c1ccc2ccccc2c1 (stereo unspecified),0,4,-2
CCOC(=O)c1[nH]c(C)c(C(=O)C(C)N(CCOC)S(=O)(=O)c2ccc(Cl)c([N+](=O)[O-])c2)c1C (stereo unspecified),-3,-1,22

Bioassay records deposited in PubChem BioAssay by Fisher Drug Discovery Resource Center.
